From PubChem
USP1-UAF1 inh: Inhibitors of USP1/UAF1: Primary Screen; recombinant USP1/UAF1, Ub-Rhodamine cleavage fluorescence; AID 743255, 2014; Potency, µM (top dose mostly 57.1 µM), for inactives: top-dose activity change, negative = inhibition, usual class: inhibitors; 390,000 compounds, 0.23% hits; also: potency is read from the fitted curve at half-maximal effect; % is scaled to controls: 0 for no effect and ±100 for the full control effect; nearly all actives have a fitted effect of over 60% in size; inactives centre near -12
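USP1/UAF1 complex (1 nM) preincubated 15 min at room temperature with compound, then Ub-Rho substrate (150 nM final) added. Kinetic fluorescence at 480/540 nm over 6 reads at 60 s intervals; 50 mM HEPES pH 7.8, 0.5 mM EDTA, 0.1 mg/ml BSA, 1 mM TCEP, 0.01% Tween-20.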
PI4K2A inh: qHTS for small molecular inhibitors of PI4K2A. Phosphatidylinositol 4-kinase type 2-alpha (Homo sapiens), Q9BTU6. purified PI4K2A, ADP-Glo luminescence, 1 h; hits give low values. activity change, negative = inhibition, % at 76.9 µM. 420,000 compounds, 0.13% hits. AID 1346378, 2018; in the data active = activity change below about -50%; inconclusive = mostly about -30% to -49%;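 also: -100% = wells without enzyme as full effect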
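Compounds are screened against recombinant PI4K2A using PI as substrate and ATP, the latter dispensed at 300 microM. Reactions run one hour at ambient temperature before ADP-Glo detection; full inhibition defined by wells lacking enzyme.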
RXFP1 agonist: qHTS Assay for Agonists of the Relaxin Receptor RXFP1; Relaxin receptor 1 (Homo sapiens), Q9HBX9; HEK293T-RXFP1 cAMP TR-FRET, 30 min; response scale: percent of porcine relaxin response, buffer zero; Potency, µM (highest dose often 57.5 µM), for the others: at the top dose activation, hits mostly activators; 370,000 compounds, 0.3% hits; AID 2676, 2010; also: potency is read from the fitted curve at half-maximal effect; % is scaled to controls: 0 for no effect and ±100 for the full control effect; nearly all actives have a fitted effect of over 60% in size; many of its hits are not listed in these tables
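HEK293T cells stably expressing RXFP1 were pretreated with the PDE4 inhibitor Ro 20174, exposed to compounds for 30 min at 37C, lysed, and cAMP was read by TR-FRET. Data normalized to buffer (basal) and 29 nM porcine relaxin (100%).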
Vif-APOBEC3G blk: qHTS for Inhibitors of Vif-A3G Interactions: qHTS; DNA dC->dU-editing enzyme APOBEC-3G (Homo sapiens), Q9HC16; HeLa A3G-eYFP + Vif (tagged APOBEC3G with the HIV-1 protein that degrades it), YFP fluorescence, overnight; Potency, µM (doses to about 46.1 µM), for the others: top-dose activity, negative = active, most hits filed as inhibitors; 410,000 compounds, 0.076% hits; AID 602310, 2012;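 also: potency is read from the fitted curve at half-maximal effect; % is scaled to controls: 0 for no effect and ±100 for the full control effect; nearly all actives have a fitted effect of over 60% in size; hits raise eYFP signal because A3G escapes Vif-driven loss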
Target sequence (Q9HC16 whole entry, looked up): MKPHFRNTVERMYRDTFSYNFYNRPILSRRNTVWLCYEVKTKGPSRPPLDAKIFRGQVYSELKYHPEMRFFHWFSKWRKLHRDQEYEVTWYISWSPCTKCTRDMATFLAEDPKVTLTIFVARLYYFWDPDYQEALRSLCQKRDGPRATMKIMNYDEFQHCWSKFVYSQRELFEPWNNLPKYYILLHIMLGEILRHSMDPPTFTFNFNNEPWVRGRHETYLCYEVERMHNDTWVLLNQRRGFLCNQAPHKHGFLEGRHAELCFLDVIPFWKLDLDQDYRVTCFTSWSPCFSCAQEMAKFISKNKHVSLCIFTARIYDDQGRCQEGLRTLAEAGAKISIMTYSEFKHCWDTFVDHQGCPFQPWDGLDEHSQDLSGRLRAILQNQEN
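HeLa cells stably expressing Vif and C-terminally eYFP-tagged A3G, seeded overnight at 37 deg C, then exposed to compound by pintool overnight at 37 deg C. Rise in yellow fluorescence (Ex 488/Em 500-530, Acumen) marks blocked Vif-driven A3G degradation.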
Vif-APOBEC3F blk: qHTS for Inhibitors of Vif-A3F Interactions: qHTS | Potency, µM (top dose mostly 46.1 µM), for the others: top-dose activity, negative = active | 390,000 compounds, 0.2% hits | AID 602313, 2012 | HeLa A3F-eYFP + Vif (tagged APOBEC3F with the HIV-1 protein that degrades it), YFP fluorescence increase; also: potency is read from the fitted curve at half-maximal effect; % of control where 0% means no effect; nearly all actives have a fitted effect of over 65% in size
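HeLa cells stably expressing Vif plus C-terminally eYFP-tagged A3F were seeded, incubated overnight at 37 deg C, dosed with compound, incubated overnight again at 37 deg C. Yellow fluorescence (Ex 488/Em 500-530) reported blocked Vif-mediated A3F-eYFP degradation.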
Glioma ERSR ind: qHTS for Inducers of the Endoplasmic Reticulum Stress Response (ERSR) in Human Glioma: qHTS; U87-MG GRP78 promoter luciferase reporter, 16 h; AID 602332, 2012; Potency, µM, inactives show top-dose activation, hits mostly activators; 420,000 compounds, 0.02% hits; also: potency is read from the fitted curve at half-maximal effect; series mostly up to about 76 µM; % of control where 0% means no effect; nearly all actives have a fitted effect of over 35% in size
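Stably transfected U87-MG human glioma cells carrying a GRP78-based luminescent sensor were seeded at 1000 cells/well, pin-dosed with compounds and incubated 16 h. Luciferase reagent was then added, and end-point luminescence was read after 10 min at room temperature.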
TrxR1 substrate: qHTS Assay for Substrates of Mammalian Selenoprotein Thioredoxin Reductase 1 (TrxR1): qHTS; Thioredoxin reductase 1, cytoplasmic (Rattus norvegicus), O89049; purified TrxR1 substrate turnover, NADPH consumption readout; Potency, µM (top dose mostly 114 µM), inactives show top-dose activity change, negative = substrate turnover; 390,000 compounds, 0.01% hits; also: potency is read from the fitted curve at half-maximal effect; % is scaled to controls: 0 for no effect and ±100 for the full control effect; nearly all actives have a fitted effect of over 50% in size
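Rat TrxR1, dispensed at 90 nM, was prereduced with 400 uM NADPH (final) for 5 min at ~22 deg C, then incubated with compound 15 min before 400 uM selenite. A first-read NADPH fluorescence drop versus no-compound background flagged substrates.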
mIDH1 inhibitor: qHTS for Inhibitors of mutant isocitrate dehydrogenase 1 (IDH1): qHTS; Isocitrate dehydrogenase [NADP] cytoplasmic (Homo sapiens), O75874; IDH1-R132H enzyme, NADPH consumption, diaphorase/resazurin fluorescence; Potency, µM (series often up to 76.6 µM), without a hit: top-dose activity change, negative = inhibition, most hits filed as inhibitors; 390,000 compounds, 0.093% hits; also: potency is read from the fitted curve at half-maximal effect; % is scaled to controls: 0 for no effect and ±100 for the full control effect; nearly all actives have a fitted effect of over 65% in size
Target sequence (O75874 whole entry R132H, stated change not applied): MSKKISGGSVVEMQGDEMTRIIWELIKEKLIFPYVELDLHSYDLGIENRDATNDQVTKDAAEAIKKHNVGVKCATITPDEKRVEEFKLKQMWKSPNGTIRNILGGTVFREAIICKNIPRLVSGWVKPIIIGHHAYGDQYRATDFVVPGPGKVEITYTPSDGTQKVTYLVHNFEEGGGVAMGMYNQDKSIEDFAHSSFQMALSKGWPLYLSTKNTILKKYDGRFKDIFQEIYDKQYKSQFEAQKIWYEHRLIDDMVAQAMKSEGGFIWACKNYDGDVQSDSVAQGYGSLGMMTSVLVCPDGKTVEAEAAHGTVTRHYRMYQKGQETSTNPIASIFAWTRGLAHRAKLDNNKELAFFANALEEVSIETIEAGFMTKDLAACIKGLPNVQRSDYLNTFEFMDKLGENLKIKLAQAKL
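IDH1-R132H (0.5 ug/mL) preincubated 30 min with compound, then NADPH (0.016 mM) and alpha-KG (2 mM) added; 80 min at RT, pH 7.5. Remaining NADPH coupled via diaphorase/resazurin to fluorescence (540/590 nm); concentration-response curves normalized to no-enzyme control.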
LDHA inh: qHTS assay for inhibitors of human lactate dehydrogenase; L-lactate dehydrogenase A chain (Homo sapiens), P00338; purified LDHA, NADH/diaphorase-resazurin fluorescence; hits give low values; activity change, % (values are at about 110 or 230 µM); 480,000 compounds, 0.15% hits; in the data active = activity change below about -30%; inconclusive = mostly about -25% to -30%;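 also: plate controls were DMSO wells for no effect and wells without enzyme for full effect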
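Resorufin fluorescence (ex540/em590), read at 0 and 20 min after diaphorase/resazurin addition, reports the NADH left after a 5 min room-temperature reaction of 2 nM human LDH5 with 0.06 mM NADH and 0.2 mM pyruvate.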
The depositor's hits bear a star; u = inconclusive; x = not tested or not shown; & = joins results of further samples; [ ] = dose if it differs, or a comment. Unless noted, calls follow the shape of the dose curve; as a rule, active = well fitted curve in the direction sought with a large enough effect; inconclusive = small, poorly fitted or top-dose-only effect, or another doubt; inactive = no such curve, though single readings can be large; an effect the other way counts as inactive or inconclusive. The list is partial; count on the stated rates, not on these rows.

Screens in order – LDHA inh	Vif-APOBEC3F blk	USP1-UAF1 inh	RXFP1 agonist	Vif-APOBEC3G blk	mIDH1 inhibitor	PI4K2A inh	TrxR1 substrate	Glioma ERSR ind
- COc1ccc(Cl)cc1-n1c(=S)sc2c(=O)[nH]c(SCC(=O)NCCC(C)C)nc21
→ -3	9%	-19%	6.8%	0%	37µM*	0	-8%	-1%
- CCCNC(=O)C1(C)CCN(Cc2ccc(C)c3ccccc23)C1 (stereo not drawn)
→ 0	x	x	x	-3%	x	3	x	-2%
- O=C(NCCc1c[nH]c2ccccc12)C1CCCN(S(=O)(=O)c2ccccc2)C1 (stereo not drawn)
→ 0	u	-19%	-0.3%	2%	3%	-1	-5%	-2%
- CC(C)(C)c1ccccc1NC(=O)Nc1nc(C(N)c2ccccc2Cl)cs1 (stereo not drawn)
→ -13	x	x	x	-8%	x	-7	x	0%
- O=C(Nc1nnc(-c2ccncc2)o1)c1cccc(N2C(=O)CCC2=O)c1
→ 4	-2%	-19%	0.7%	-1%	5%	-1	-9%	-5%
- O=C(CSc1nnc(-c2ccco2)c(-c2ccco2)n1)Nc1ccccc1
→ 10	x	-14%	1.0%	-12%	7%	-25	-13%	-5%
- Cc1ccc(-n2c(O)c(/C=N/c3ncn[nH]3)c3ccccc3c2=O)cc1
→ -5	1%	-15%	1.3%	0%	6%	-5	15%	-4%
- O=C(COc1nnnc2ccccc12)N1CCCc2ccccc21
→ -2	2%	-16%	0.5%	-1%	1%	1	-1%	2%
- COc1cc(NC(=O)C(CCS(C)(=O)=O)N2Cc3ccccc3C2=O)cc(OC)c1OC (stereo not drawn)
→ 3	3%	3%	-1.1%	2%	-3%	0	-4%	-1%
- O=C(Nc1ccc(F)cc1)c1ccccc1NC(=O)C1CCCCC1C(=O)O (stereo not drawn)
→ -6	14%	-18%	x	-6%	3%	-5	-13%	0%
- COC(=O)C1CSc2[nH]c(=O)sc2C1c1ccccc1 (stereo not drawn)
→ -1	-18%	-3%	1.2%	-1%	-7%	0	-4%	-4%
- Cc1cc(Nc2ccccc2)nc(N2CCOCC2)n1
→ -4	0%	-3%	0.2%	-5%	-8%	-12	-1%[57.1 µM]	0%
- O=C(Cn1cc2c(n1)CCCCC2)N1CCCCC1
→ -1	-2%	-19%	-0.4%	-5%	-2%	-5	5%[57.1 µM]	0%
- CC(C)CC(=O)Nc1ccc(C(=O)Nc2cccc(O)c2)cc1
→ -9	3%	-3%	-0.9%	0%	-1%	10	-8%	6%
- CNc1nc(NCCOc2ccccc2Cl)c2sccc2n1
→ -10	x	x	x	-2%	x	-1	x	2%
- COc1ccc(C(=O)CSc2nnc3ccccn23)cc1OC
→ 1	4%	-21%	2.3%	1%	10%	-5	-2%	3%
- CCN(C(=O)Cn1cnc2ccccc2c1=O)C1CCS(=O)(=O)C1 (stereo not drawn)
→ -2	7%	1%	1.5%	1%	1%	-3	2%[57.1 µM]	-1%
- COc1ccccc1-c1cc(C(F)(F)F)nc(S(=O)(=O)CCCC(=O)N2CCCCC2C)n1 (stereo not drawn)
→ -2	-1%	-6%	3.9%	-12%	2%	34	30%	-18%
- Cc1ccc(C)c(Nc2c(F)c(F)c(F)c(F)c2C(=O)O)c1
→ -7	6%	-27%	-0.2%	-3%	-2%	9	0%[57.1 µM]	-4%
- CC1CN(Cc2cc(=O)[nH]c(C(C)C)n2)CC(C)O1 (stereo not drawn)
→ -6	-1%	-4%	2.0%	1%	3%	1	1%	-2%
- CC(C)CC(=O)NC(=S)Nc1nc(-c2ccc(Cl)cc2)cs1
→ 2	4%	-18%	2.1%	0%	9%	-6	3%	3%
- O=C(c1ccc(F)cc1)N1c2ncnn2C2(CCCCC2)[C@@H]2CCCC[C@@H]21
→ -4	-2%	0%	-0.4%	0%	-9%	3	-7%	-5%
- CCN(CCCNC(=O)C1CCN(S(=O)(=O)CC)CC1)c1ccccc1
→ 5	1%	-22%	-0.8%	0%	0%	0	4%	-3%
- O=C(Nc1ccccc1)c1cnc(N2CCCCC2)c2ccccc12
→ 10	2%	-7%	6.0%	1%	6%	-1	-9%[57.1 µM]	-5%
- CC1CC(C)CN(CC(=O)NCCc2ccc(S(N)(=O)=O)cc2)C1 (stereo not drawn)
→ -2	14%	-15%	1.4%	1%	-7%	0	2%	-2%
- CC(=O)N1CCSc2ccc(S(=O)(=O)Nc3cccc(C)c3)cc21
→ -11	-10%	-12%	0.4%	0%	-3%	2	0%	-3%
- O=C(Cn1cnc2c(NC(=O)OCc3ccccc3)ncnc21)NCc1ccccn1
→ -3	-5%	-7%	1.7%	-2%	-3%	3	14%[57.1 µM]	1%
- O=C1c2ccccc2C(O)N1c1ccccc1 (stereo not drawn)
→ -5	-5%	-2%	1.0%	3%	4%	2	5%[57.1 µM]	2%
- O=C(CCCCCN1C(=O)CCC1=O)Nc1ncn[nH]1
→ 1	11%	-20%	-0.3%	0%	8%	4	-8%[57.1 µM]	0%
- CC1CC(C)CN(S(=O)(=O)c2ccc3c(c2)oc(=O)n3CC(=O)N(C)Cc2ccccc2)C1 (stereo not drawn)
→ -7	1%	-21%	-2.8%	3%	-5%	2	0%	-4%

Next section.
Screens in order – LDHA inh	Vif-APOBEC3F blk	USP1-UAF1 inh	RXFP1 agonist	Vif-APOBEC3G blk	mIDH1 inhibitor	PI4K2A inh	TrxR1 substrate	Glioma ERSR ind
- COc1ccc(CN2CSC(=S)N(Cc3ccc(OC)cc3)C2)cc1
→ -6	u	-21%	0.5%	u	4%	34	0%	-3%
- COc1ccc(NC(=O)c2ccccc2Cl)cc1NC(=O)CN1CCOCC1
→ -1	-8%	3%	-0.3%	0%	0%	2	-11%	2%
- COc1ccc(C(=O)N(C)Cc2ccc(C)o2)cc1OC1CCN(C(C)=O)CC1
→ -3	2%	-11%	0.1%	0%	-5%	-2	3%	6%
- O=C1CCCC(=O)C1C1c2ccccc2CCN1C(=O)CCl (stereo not drawn)
→ -1	11%	9%	1.6%	-1%	3%	-2	12%[57.1 µM]	2%
- CCN1CCN(c2oc(/C=C/c3cc(OC)c(OC)c(OC)c3)nc2C#N)CC1
→ 0	-3%	-12%	0.0%	-7%	0%	3	45%[activator]	-1%
- Cc1nc(SCC(=O)c2cc(C)n(C3CC3)c2C)c2ccccc2n1
→ -1&0	3%	-20%	x	-1%	2%	2	x	-5%
- CCC(C)C(=O)Nc1nnc(SCC(=O)N2C(C)CCCC2C)s1 (stereo not drawn)
→ -8	13%	-10%	0.2%	2%	7%	2	10%[0.0914 µM]	0%
- O=C(OCN1C(=O)c2ccccc2C1=O)c1ccccc1
→ 7	-5%	3%	-0.7%	1%	-3%	-4	-7%	-3%
- COc1ccc(NCc2nnc(SCC(=O)NNC(=O)c3ccc(C)cc3)n2C)cc1
→ -9	3%	-19%	-4.2%	-4%	-3%	3	6%	0%
- Cc1ccc2c(c1)C1CN(C)CCC1N2C(=O)COc1ccc(N(C)C(=O)C(C)(C)C)cc1 (stereo not drawn)
→ -2	-24%	-1%	1.2%	0%	2%	6	5%	0%
- Cc1ccc(S(=O)(=O)N2CCCC2)cc1C(=O)N1CCN(Cc2ccccc2)CC1
→ -16	-4%	-3%	-1.6%	-1%	0%	0	1%	-3%
- Cc1nc(C2CC(=O)OC23CCCCC3)cs1 (stereo not drawn)
→ -8	-6%	-20%	2.9%	1%	-1%	-4	-4%	-4%
- CCOCCCNC(=O)Cn1cc2c(n1)CCCCC2
→ -4	2%	-1%	1.0%	1%	-5%	-1	-2%	0%
- COC(=O)c1ccccc1NC(=O)C1CC(c2ccc(F)cc2)=NO1 (stereo not drawn)
→ -9	1%	-2%	-0.1%	-3%	3%	1	-5%	-1%
- O=[N+]([O-])c1ccc(C[n+]2cc(-c3ccccc3)n3c2CCCCC3)cc1
→ -2	5%	u	0.7%	0%	6%	4	16%[57.1 µM]	0%
- COc1ccc(CCN2CC(C(=O)NCc3cc(C(C)C)no3)CCC2=O)cc1 (stereo not drawn)
→ 2	0%	-27%	0.4%	2%	0%	-3	4%	3%
- COc1ccccc1CCC(=O)Nc1cccc(S(=O)(=O)N2CCOCC2)c1
→ -6	8%	-5%	0.2%	-4%	9%	-2	7%[57.1 µM]	-4%
